hIAP act: increases human intestinal alkaline phosphatase activity. P09923. purified human IAP, CDP-Star luminescence, 30 min; stronger effect = higher value; 1 = vehicle-only enzyme, 0 = enzyme-free background. activation factor at 10 µM. 330,000 compounds, 0.16% hits. AID 2524;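 active = activation factor of the enzyme at least 2-fold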; also: the source names both 10 and 20 µM as test concentration; values of inactives mirror those of a sister screen read the other way
APOBEC3A inh: blocks human APOBEC3A ssDNA deamination | recombinant A3A, FAM/TAMRA ssDNA deamination fluorescence | inhibition, % at 20 µM | 330,000 compounds, 0.41% hits | P31941;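 active = at least 40% inhibition at 20 µM here, with at most 30% in a related deaminase screen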;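 also: plate controls were A3A with DMSO for no effect and wells lacking A3A enzyme for full effect; some results filed as inactive read as strong as hits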
Target sequence (P31941 whole entry, looked up): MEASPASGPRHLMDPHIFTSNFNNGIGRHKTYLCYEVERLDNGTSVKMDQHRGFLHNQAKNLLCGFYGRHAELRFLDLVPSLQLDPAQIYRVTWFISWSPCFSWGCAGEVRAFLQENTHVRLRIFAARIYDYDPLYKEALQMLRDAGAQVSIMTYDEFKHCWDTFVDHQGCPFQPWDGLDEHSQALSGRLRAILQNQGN
ATG4B inh: blocks human ATG4B protease cleavage of LC3 substrate; Q9Y4P1; ATG4B cleavage of LC3-PLA2, NBD-HPC fluorescence, 1 h; inhibition, % at 8.33 µM; 340,000 compounds, 0.51% hits; in the data active = inhibition above about 40%
Target sequence (Q9Y4P1 whole entry, looked up): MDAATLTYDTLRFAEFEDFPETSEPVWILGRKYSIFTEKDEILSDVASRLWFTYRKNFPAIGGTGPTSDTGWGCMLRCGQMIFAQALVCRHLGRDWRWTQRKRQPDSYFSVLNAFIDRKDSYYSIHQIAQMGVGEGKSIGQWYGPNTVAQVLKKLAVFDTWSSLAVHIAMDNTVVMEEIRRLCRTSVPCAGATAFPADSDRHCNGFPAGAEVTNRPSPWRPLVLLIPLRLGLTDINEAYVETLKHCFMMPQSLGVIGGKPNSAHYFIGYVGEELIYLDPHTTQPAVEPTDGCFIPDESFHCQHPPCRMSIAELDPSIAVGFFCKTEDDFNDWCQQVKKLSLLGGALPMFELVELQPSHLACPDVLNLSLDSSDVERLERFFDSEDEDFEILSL
PfGluPho inh: PfG6PD (Plasmodium falciparum) enzyme inhibition | 350,000 compounds, 0.78% hits | inhibition, % at 20 µM | PfGluPho enzyme, NADPH resazurin-diaphorase fluorescence | AID 504690;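 active = inhibition reaching at least a set limit at 20 µM in the primary screen, cut at about 59% in these data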;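 also: 0% = DMSO wells with substrate and 100% = DMSO wells lacking glucose-6-phosphate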
hIAP block: human IAP inhibition; P09923; purified IAP, CDP-Star luminescence, 30 min; inhibition, % at 10 µM; 330,000 compounds, 0.12% hits;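 active = inhibition reaching a set limit with compound at 10 µM in the primary screen, cut at about 35% in these data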;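 also: plate controls were DMSO wells with enzyme for no effect and no-enzyme buffer wells for full effect; values of inactives mirror those of a sister screen read the other way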
HKDC1 inhibitor: blocks human hexokinase HKDC1 activity; Q2TB90; recombinant HKDC1, G6PDH/diaphorase resazurin coupled fluorescence; inhibition, % at 20 µM; 340,000 compounds, 0.16% hits;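 active = inhibition above about 35% when tested at 20 µM, limit read from the data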;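 also: plate controls were DMSO wells with enzyme for no effect and DMSO wells lacking enzyme for full effect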
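Material – in-house recombinant HK5 (HKDC1) enzyme · Quantity – HKDC1 at 5 µg/mL · Buffer or medium – pH 8.0 Tris buffer with 10 mM MgCl2 · Reagent – glucose with 1 mM ATP · Dosing – single 20 µM dose · Times – reaction time 90 min, room temperature, protected from light · Technique – resorufin fluorescence at 613 nm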
mIAP inh: blocks mouse intestinal alkaline phosphatase; purified mouse IAP, CDP-Star luminescence, 30 min; inhibition, % at 10 µM; 330,000 compounds, 0.2% hits; AID 2806;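 active = inhibition of at least 40% at 10 µM in the primary screen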;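 also: plate controls were DMSO with enzyme for no effect and no enzyme wells for full effect; values of inactives mirror those of a sister screen read the other way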
mIAP activ: increases mouse intestinal alkaline phosphatase activity; muIAP, CDP-Star luminescence, 30 min; stronger effect = higher value; 1 = vehicle-only enzyme signal, 0 = enzyme-free wells; 330,000 compounds, 0.24% hits; activation factor at 10 µM;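 active = activation factor of at least 2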; also: the source names both 10 and 20 µM as test concentration; values of inactives mirror those of a sister screen read the other way
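also added = chemiluminescent substrate CDP-Star | test system = mouse IAP enzyme | signal = chemiluminescence readout | compound = DMSO-dissolved test compounds | incubation = 30 min at room temperature | benchmarks = DMSO wells, no-enzyme wells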
* = called active by the depositor. Compounds were not picked by outcome. Share with any hit: about 2.4%.

SMILES	hIAP act	APOBEC3A inh	ATG4B inh	PfGluPho inh	hIAP block	HKDC1 inhibitor	mIAP inh	mIAP activ
CC(=O)c1cccc(NC(=O)c2cccc(N3C(=O)c4ccccc4C3=O)c2)c1	1.1	-1	5	-17	-5	14	11	0.89
CN(C(=O)C1CCC(=O)N(CCc2ccc(Cl)cc2)C1)C1CCOCC1 (configuration not stated)	1	0	1	-1	-4	-6	5	0.95
CCn1nc([N+](=O)[O-])c(C(C#N)c2nc3cc(C(F)(F)F)ccc3s2)c(Cl)c1=O (configuration not stated)	0.94	6	99*	0	6	2	17	0.83
CCCCC(OC(=O)c1cc2occc2n1C)C(=O)NCC1CCCO1 (configuration not stated)	0.66	-4	4	-13	34	-9	8	0.92
COc1ccc2c(c1)CC/C2=N\OC(=O)c1ccccc1OC	0.88	-4	-6	25	12	0	2	0.98
Cc1c(C(=O)N2CCCCCC2)c(S(=O)(=O)Nc2cccc(F)c2)c(C)n1C	1.1	0	-11	-2	-7	-5	0	1
O=C(CNC(=O)c1ccc2c(c1)OCO2)N/N=C(Br)/C=C/c1ccccc1	0.83	-1	-2	0	17	-6	18	0.82
N#Cc1c(-c2cccc(F)c2)cc(-c2ccccc2)nc1Br	1	2	-4	7	0	2	12	0.88
CCCCN(CC)C(=O)c1cc2cc3ccc(Cl)cc3nc2o1	0.82	9	-4	19	18	4	-4	1
CCC1CCC2(CC1)NC(=O)N(CC(=O)Nc1cc(C)on1)C2=O (configuration not stated)	0.94	-3	1	-11	6	-12	-5	1.1
CCCCCn1c(CN2CCCCC2CC)nc2c1c(=O)n(C)c(=O)n2C (configuration not stated)	1	-1	-7	15	-4	-2	9	0.91
CCOC(=O)C1=CSC2=NS(=O)(=O)CCN12	1.1	-2	7	0	-5	12	2	0.98
O=C(O/N=C1\C(=O)N(c2ccccc2)c2ccccc21)C1CC1	1	-2	-2	-7	-5	4	6	0.94
CCOC(=O)Cc1nnc(NC(=O)C(CC)Sc2nc(C)cc(=O)[nH]2)s1 (configuration not stated)	1.1	-2	-5	6	-6	0	5	0.95
Cc1ccc(NC(=O)CSc2nc(=O)n(CCCN3CCOCC3)c3c2CCCC3)c(C)c1	1.1	1	3	3	-8	-6	-5	1.1
CCOC(=O)CCc1c(C)c(C#N)c2nc3ccccc3n2c1-n1cnc2ccccc21	1	-7	-24	-12	-2	0	13	0.87
Cc1cc(C)c(C)c(S(=O)(=O)Nc2ccc(O)cc2)c1C	1.3	-2	-12	30	-25	2	2	0.98
CCc1nnc(NC(=O)C2CC(=O)N(C3CCCC3)C2)s1 (configuration not stated)	0.93	0	-1	-4	7	-1	5	0.95
C[C@]1(C(=O)NCCCNc2ncc(C(F)(F)F)cc2Cl)C=C[C@@H](Cc2ccccc2)N1C(=O)c1ccccc1	0.96	6	-15	18	4	11	2	0.98
COc1ccc(NC(=O)CCC(=O)Nc2nnc(CC(C)C)s2)cc1Cl	0.77	-4	1	8	23	-3	2	0.98
Fc1ccccc1CSc1nnc(-c2cnccn2)n1Cc1ccco1	0.9	1	-7	11	10	0	-1	1
O=C(CN1CCN(C(=O)c2ccccc2)CC1)Nc1ncc(Br)cc1Br	0.91	-3	-5	-10	9	-2	-2	1
O=C(Cn1cc2c(n1)CCCCC2)N1CCc2ccccc2C1	1.1	1	-1	9	-6	-6	4	0.95
CCOC(=O)c1nsnc1NCCSC(=N)N	0.79	1	-15	4	21	-9	11	0.89
Cc1cc(NS(=O)(=O)c2ccc(NC(=O)COc3ccc(Cl)cc3)cc2)no1	1	0	-6	-26	-3	3	7	0.93
Cc1ccc2nc3c(c(N)c2c1)CCN3c1ccccc1	1	1	-19	29	-2	8	9	0.91
O=C(Nc1ccc2oc(=O)ccc2c1)c1cc2ccccc2o1	1	-2	-2	38	-4	-3	-6	1.1
CN(Cc1ccccc1)C(=O)C(C(=O)c1ccc(F)cc1)n1cc(Cl)ccc1=O (configuration not stated)	0.97	4	-1	-10	3	-1	12	0.88
CCC(=O)Nc1cc2c(cc1C(=O)c1ccccc1)OCCO2	0.93	3	-2	-5	7	-5	6	0.94
O=C(NCC12CC3CC(CC(C3)C1)C2)c1nn2c(c1Cl)NC(c1ccco1)CC2C(F)(F)F (configuration not stated)	0.9	3	-10	20	10	9	8	0.92
Cc1cc(N2CCN(C)CC2)nc2ccc(NC(=S)N3CCN(c4ccccn4)CC3)cc12	1	-9	-6	21	0	-2	-7	1.1
CCOC(=O)N1CCN(c2nc(-c3ccc(F)cc3)cs2)CC1	1	6	-9	9	-2	7	18	0.82
COc1ccc(NC2=NCCC(=O)N2Cc2cccs2)cc1	1	-6	-6	-8	0	2	4	0.96
O=C(N/N=C/c1ccncc1)C1CC1(c1ccccc1)c1ccccc1 (configuration not stated)	0.88	5	10	-2	12	6	-6	1.1
Cc1ccn2c(NC3CCCC3)c(-c3ccncc3)nc2c1	1	3	0	-8	-1	-3	-11	1.1
CCOc1ccc(NC(=O)CN(C)C(=O)c2ccc(NC3CC3)c([N+](=O)[O-])c2)cc1OCC	0.9	-5	-3	10	10	-6	3	0.97
CCCCCC(=O)N1CC2(CC(c3cccc(NC(=O)COc4ccc(Cl)cc4)c3)=NO2)C[C@@H]1C(N)=O (some centres not stated)	0.93	1	-11	-6	7	-2	-18	1.2
O=C(OCN1C(=O)c2ccccc2C1=O)c1cccs1	0.89	-5	3	8	11	-7	0	1
CC(=O)Nc1ccc(NC(=O)Nc2cccc(C)c2C)cc1	1	-10	-3	-3	-4	-5	-6	1.1
Cc1nnc(NC(=O)Cn2c(=O)sc3ccccc32)s1	0.94	-1	-10	8	6	-6	-4	1

Arranged by the number under HKDC1 inhibitor (rising): five from the list above
compound | HKDC1 inhibitor
O=C(Cn1cc2c(n1)CCCCC2)N1CCc2ccccc2C1 | -6
CCC(=O)Nc1cc2c(cc1C(=O)c1ccccc1)OCCO2 | -5
O=C(CN1CCN(C(=O)c2ccccc2)CC1)Nc1ncc(Br)cc1Br | -2
CN(Cc1ccccc1)C(=O)C(C(=O)c1ccc(F)cc1)n1cc(Cl)ccc1=O (configuration not stated) | -1
COc1ccc(NC2=NCCC(=O)N2Cc2cccs2)cc1 | 2

The results go on.
SMILES	hIAP act	APOBEC3A inh	ATG4B inh	PfGluPho inh	hIAP block	HKDC1 inhibitor	mIAP inh	mIAP activ
COCCNc1nc2c(c(=O)n(Cc3cccc(Br)c3)c(=O)n2C)n1C	0.94	-1	13	-10	6	-3	-3	1
CC(C)OC(=O)CSc1nnc(-c2cnccn2)n1C	0.94	-1	-5	-12	6	-11	6	0.94
CC(C)(C)c1ccc(S(=O)(=O)N2CC(C(=O)O)Oc3ccc(Cl)cc32)cc1 (configuration not stated)	0.99	-1	0	-37	1	6	3	0.97
CCOC(=O)C1=C(C)N(CCCC(=O)O)C(=O)NC1c1ccc(OC)cc1 (configuration not stated)	1.1	0	-5	-31	-9	-2	-5	1
CC1CN(C(=S)NC(=O)c2ccc(Cl)cc2)CC(C)O1 (configuration not stated)	0.96	0	-6	1	4	-2	-3	1
CC(C)Oc1ccc(C2CC(=O)N(c3ccc(N(C)C)cc3)C2=O)cc1 (configuration not stated)	1.1	0	2	1	-14	4	1	0.99
COc1ccc(N(C(=O)Cn2nnc(-c3ccc(Cl)cc3)n2)C(C(=O)NCC2CCCO2)c2ccc(C)cc2)cc1 (configuration not stated)	0.86	0	-8	-4	14	-4	-7	1.1
O=C1CCCN1CCC1CCN(C2CC(=O)N(Cc3ccc(N4CCCC4=O)cc3)C2=O)CC1 (configuration not stated)	1	-1	-9	-11	-1	9	-1	1
N#CC1=C(N)Oc2n[nH]c(-c3cccs3)c2C1c1cccs1 (configuration not stated)	1.2	0	-10	50	-16	6	34	0.66
S=C(Nc1ccc(OCc2ccccc2)cc1)Nc1cccc(Cl)c1Cl	1.1	4	29	-2	-13	17	10	0.9
CC(C)(C)NS(=O)(=O)c1ccc(CCC(=O)N2CCCC2)cc1	0.98	-2	-1	-11	2	-2	6	0.94
C=CCn1c(SCCOc2ccc(OC)cc2)nnc1C(NC(=O)c1ccc(OC)cc1)C(C)C (configuration not stated)	0.86	0	-2	16	14	-4	-3	1
Cn1cnc2c(cnn2-c2ccccc2)c1=O	1.2	-5	3	-3	-22	-5	-2	1
CC1(C)CCC(=O)N(c2ccccc2)C1=O	1.1	1	-3	-20	-14	-7	18	0.82
Cc1cc(C)c(NC(=O)CSc2nc(COc3ccccc3)nc3ccccc23)c(C)c1	1	-5	3	-11	-1	1	1	0.99
COC(=O)CCNC(=O)c1ccc2nc(Cc3ccc(OC)c(OC)c3)oc2c1	1.1	-6	-6	-6	-9	0	3	0.97
O=C(NCC(=O)N(c1ccccc1)C(C(=O)NC1CCCC1)c1cccnc1)c1cccs1 (configuration not stated)	1.1	0	1	-11	-11	-8	-8	1.1
Cn1c(SCC(=O)Nc2ccccc2F)nc2c(c1=O)SCC2	0.91	7	0	-6	10	-4	-11	1.1
C=CCC[C@H](Cc1ccc(F)cc1)C(=O)OC[C@H](Cc1c[nH]c2ccccc12)NC(=O)[C@H](CC=C)CC(=O)N(CCO)Cc1ccccc1	1.2	0	0	21	-20	3	1	0.99
COc1ccccc1NC(=O)/C=C/c1ccc2c(c1)OCO2	0.95	-3	-8	36	5	-7	9	0.91

Records above marked active in ATG4B inh:
SMILES	hIAP act	APOBEC3A inh	ATG4B inh	PfGluPho inh	hIAP block	HKDC1 inhibitor	mIAP inh	mIAP activ
CCn1nc([N+](=O)[O-])c(C(C#N)c2nc3cc(C(F)(F)F)ccc3s2)c(Cl)c1=O (configuration not stated)	0.94	6	99*	0	6	2	17	0.83

Further compounds follow.
SMILES	hIAP act	APOBEC3A inh	ATG4B inh	PfGluPho inh	hIAP block	HKDC1 inhibitor	mIAP inh	mIAP activ
O=C(COC(=O)c1ccc(F)c(S(=O)(=O)N2CCOCC2)c1)NCc1ccc(F)cc1	0.98	0	-5	-6	2	-10	-13	1.1
Nc1nc(N)c2ncc(C(=O)CCc3ccccc3)nc2n1	1	1	1	4	-2	13	-5	1
COc1cccc(OC)c1OCCN1CCCC1	1.1	-1	-5	0	-8	-1	4	0.96
Cc1ccc(NC(=O)CCn2nnc3ccccc32)cc1	0.82	-1	-2	-1	18	-11	8	0.92
CC(C)C(=O)Nc1cc(=O)[nH]c2ncnn12	1.1	1	-3	-3	-6	-2	-4	1
CN(C(=S)NC(=O)c1ccccc1Br)C1CCCCC1	0.93	2	5	-7	7	-6	-6	1.1
O=C(COC(=O)c1ccc(CO)cc1)Nc1ccc(OC(F)F)cc1	1.1	-2	-2	11	-6	11	-6	1.1
CCCn1c(=O)c2ccccc2n2c(SCCNCCO)nnc12	1.1	-5	-2	-3	-14	-3	3	0.97
Cc1cc(NC(=O)c2ccco2)c(=O)n(Cc2c(F)cccc2Cl)c1	0.85	2	5	2	15	-1	0	1
COc1cccc(C(CNC(=O)c2ccc(Cl)c(S(=O)(=O)N3CCCC3)c2)N(C)C)c1 (configuration not stated)	0.91	5	2	6	9	-3	1	0.99
Nc1[nH]n2c(=O)c3c(nc2c1N=Nc1ccccc1)CCCC3	1.2	1	-3	19	-19	-6	1	0.99
O=C(Nc1ccc(F)c(F)c1)c1ccc(-n2cncn2)c([N+](=O)[O-])c1	0.9	-6	-8	41	10	-1	-1	1
O=C(Nc1ccc([N+](=O)[O-])cc1Br)c1cc2ccccc2nc1Cl	0.97	0	2	-8	3	-3	-2	1
COc1ccc(NC(=O)c2oc3ccccc3c2C)c(OC)c1	0.94	0	0	4	6	7	12	0.88
Cc1cnc(NC(=O)C2CC(=O)N(c3cccc(Cl)c3)C2)s1 (configuration not stated)	0.95	-4	1	-1	5	-4	8	0.92

Screening results as filed in PubChem.
